Assay outcomes (PubChem BioAssay)
Wnt bcat act: Wnt/beta-catenin pathway activators, primary screen, cell-based, plate reader, single point; Wnt/beta-catenin reporter cell assay, activator; activation, % at 9.35 µM; 300,000 tested, 1.2% active; AID 743398, 2014; in the data active = activation above about 30%, passing the limit was not always enough;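 also: 0% = neutral control wells and 100% = positive control wells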
AddAB inh: growth inhibition of E. coli expressing H. pylori AddAB, primary screen, AddAB inhibitor project, absorbance | inhibition, % at 11.9 µM | 330,000 tested, 0.29% active; in the data active = inhibition above about 12%;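 also: 0% = vehicle wells of infected cells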
SR-BI uptake up: activators of SR-BI mediated DiI-HDL uptake, primary screen, ldlA[mSR-BI] CHO cells, DiI fluorescence; activation, % at 12.5 µM; 3 h; 100 = double the neutral-control signal; AID 504775, 2011; 320,000 tested, 0.096% active;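 active = mean replicate activation of at least 60% and every replicate at or above 60%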;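 also: 0% = median plate neutral-control signal and 100% = twice that signal; values of inactives mirror those of a sister screen read the other way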
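Material – SR-BI-overexpressing, LDLR-lacking CHO cells · Medium – BSA-supplemented, HEPES-buffered Ham's F12, pH 7.4 · Doses – single concentration · Times – compound with DiI-HDL co-incubation, 3 h at 37 °C · Measured by – bottom-read fluorescence, 550/595 nm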
CAL PDZ FP-1: untagged CAL PDZ binding inhibitors, primary screen, biochemical, fluorescence polarization, HTS; AID 602252, 2012; purified CAL PDZ, TMR-peptide fluorescence polarization, 1 h; 300,000 tested, 0.92% active; inhibition, % at 24.9 µM; Golgi-associated PDZ and coiled-coil motif-containing protein (Homo sapiens), Q9HD26;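 active = mean inhibition of at least 30% with at least half of replicates also reaching 30%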;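 also: 0% = DMSO neutral control and 100% = excess unlabeled competitor peptide PRC23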
SR-BI DiI inh: inhibitors of SR-BI mediated HDL lipid uptake, primary screen, ldlA[mSR-BI] cells, fluorescence, single point | Scavenger receptor class B member 1 (Mus musculus), Q61009 | ldlA[mSR-BI] CHO cells, DiI-HDL uptake fluorescence, 3 h | inhibition, % at 12.5 µM | 320,000 tested, 0.96% active;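 active = mean replicate inhibition of at least 70% and a set share of replicates each scoring 70 or more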;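 also: 0% = median of neutral control wells and 100% = median of positive control wells; values of inactives mirror those of a sister screen read the other way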
Target sequence (Q61009 whole entry, looked up): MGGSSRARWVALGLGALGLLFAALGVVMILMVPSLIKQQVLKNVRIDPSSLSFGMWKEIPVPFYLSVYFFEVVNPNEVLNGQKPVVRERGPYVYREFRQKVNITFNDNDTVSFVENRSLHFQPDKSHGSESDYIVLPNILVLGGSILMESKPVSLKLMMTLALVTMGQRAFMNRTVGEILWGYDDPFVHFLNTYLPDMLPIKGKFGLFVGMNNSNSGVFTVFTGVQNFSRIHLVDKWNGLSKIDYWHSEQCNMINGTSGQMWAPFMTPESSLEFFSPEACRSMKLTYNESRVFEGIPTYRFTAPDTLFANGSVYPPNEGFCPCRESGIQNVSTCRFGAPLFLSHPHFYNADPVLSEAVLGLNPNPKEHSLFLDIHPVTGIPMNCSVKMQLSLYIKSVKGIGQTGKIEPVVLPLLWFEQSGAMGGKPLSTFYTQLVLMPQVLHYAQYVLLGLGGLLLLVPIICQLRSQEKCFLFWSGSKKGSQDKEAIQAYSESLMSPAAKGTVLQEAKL
Ecoli viability: E. coli V3065 growth inhibition, primary screen, counter-screen for AddAB inhibitor project, absorbance, OD600 | 18 h | inhibition, % at 11.9 µM | 330,000 tested, 0.27% active | AID 449728, 2010;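 active = inhibition above the campaign's mean inhibition across all tested compounds plus 3 SD, cut at about 9.9% in these data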;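 also: uninfected addAB+ strain grown without phage in ampicillin broth; 0% = DMSO wells and 100% = ciprofloxacin 0.95 µg/ml wells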
MITF act: activators of MITF-driven TRPM1 promoter reporter, primary screen, cell-based, SK-MEL-5, luciferase, single point; SK-MEL-5 TRPM1-promoter luciferase, 24 h; % of positive control, neutral wells = 0; activation, % at 12.5 µM; 300,000 tested, 0.75% active;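 active = mean activation of at least 80% with every replicate also reaching 80%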;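 also: 0% = neutral control wells and 100% = parthenolide positive control wells; values of inactives mirror those of a sister screen read the other way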
Tat export inh: E. coli Tat export inhibitors, primary screen, MC4100, TorA-mCherry reporter, fluorescence, single point; inhibition, % at 10 µM; 340,000 tested, 0.036% active; AID 488895, 2010;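 active = mean replicate inhibition at least 50% and at least half of replicates individually reaching 50%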;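 also: exported cargo escapes ClpAP degradation while cytoplasmic cargo is degraded and loses fluorescence; 0% = median of neutral control wells and 100% = median of NaSCN control wells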
CAL PDZ FP-2: CAL PDZ peptide-binding inhibitors, primary screen, biochemical, fluorescence polarization, Cer-tagged CAL PDZ, HTS | Golgi-associated PDZ and coiled-coil motif-containing protein (Homo sapiens), Q9HD26 | purified CAL PDZ, TMR-peptide fluorescence polarization, 1 h | inhibition, % at 20 µM | 330,000 tested, 0.02% active | AID 504414, 2011;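 active = highest replicate inhibition of at least 40%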;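 also: plate controls were DMSO neutral control wells for no effect and unlabeled competitor peptide control wells for full effect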
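System: tagged CAL PDZ domain. Schedule: 1 h room-temperature incubation prior to read. Signal: fluorescence polarization (mP). Measure: percent inhibition from loss of millipolarization.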
phage Ecoli inh: growth loss of phage-infected E. coli, primary screen, RecBCD inhibitor project, absorbance, with phage, HTS; inhibition, % at 11.9 µM; 360,000 tested, 0.26% active; AID 651602, 2012; in the data active = inhibition above about 11%
Active calls of the source: *. Rows are unselected; 3.6% or so of the library scored in one or more.

How did COC(=O)c1cc(S(=O)(=O)NCC2CCN(Cc3cc(C)ccc3C)CC2)cn1C do in these assays?
Wnt bcat act: -2; AddAB inh: 3.4; SR-BI uptake up: -1; CAL PDZ FP-1: 2; SR-BI DiI inh: 1; Ecoli viability: -0.7; MITF act: 8; Tat export inh: 4; CAL PDZ FP-2: -2.7; phage Ecoli inh: 0.1

Results for CCn1cc(S(=O)(=O)Nc2nc3ccc(OC)cc3s2)cn1 ?
Wnt bcat act: 0; AddAB inh: -1.5; SR-BI uptake up: -15; SR-BI DiI inh: 15; Ecoli viability: 1.3; MITF act: -7; Tat export inh: -9; CAL PDZ FP-2: -0.4; phage Ecoli inh: 2.3

What do the screens show for `O=C(NCc1cccc(C(F)(F)F)c1)c1cccc(S(=O)(=O)N2CCN(Cc3ccccc3)CC2)c1`?
Wnt bcat act: -1; AddAB inh: -1.0; SR-BI uptake up: 8; CAL PDZ FP-1: 5; SR-BI DiI inh: -8; Ecoli viability: 2.1; MITF act: 0; Tat export inh: -4; CAL PDZ FP-2: -0.5; phage Ecoli inh: 0.7

How did CC(=O)N1c2ccc(S(=O)(=O)N3CCC(C(=O)N4CC(C)CC(C)C4)CC3)cc2CC1C (centres undefined) do in these assays?
Wnt bcat act: -1; AddAB inh: 0.3; SR-BI uptake up: 9; CAL PDZ FP-1: 5; SR-BI DiI inh: -9; Ecoli viability: -2.4; MITF act: -11; Tat export inh: 2; CAL PDZ FP-2: -0.6; phage Ecoli inh: 2.5

Results for O=C(NCCOc1ccccc1)C1=CC=CN2CCS(=O)(=O)N=C12 ?
Wnt bcat act: -4; AddAB inh: 0.4; SR-BI uptake up: 18; SR-BI DiI inh: -18; Ecoli viability: 0.6; MITF act: 9; Tat export inh: -1; CAL PDZ FP-2: 0.4; phage Ecoli inh: 3.5

Results for Cc1ccc(S(=O)(=O)N2CCN(c3ccccc3)CC2)s1 ?
Wnt bcat act: -4; AddAB inh: 1.9; SR-BI uptake up: -14; CAL PDZ FP-1: -3; SR-BI DiI inh: 14; Ecoli viability: 2.6; MITF act: -8; Tat export inh: 4; CAL PDZ FP-2: 0.1; phage Ecoli inh: 1.0

How did COc1ccc(CN(CCC(c2ccccc2)c2ccco2)C(=O)c2ccco2)cc1 (centres undefined) do in these assays?
Wnt bcat act: -5; AddAB inh: -2.7; SR-BI uptake up: 6; CAL PDZ FP-1: -5; SR-BI DiI inh: -6; Ecoli viability: -2.2; MITF act: -1; Tat export inh: 15; CAL PDZ FP-2: -2.2; phage Ecoli inh: 5.4

How did Cc1ccccc1OCC(=O)N/N=C/c1ccc(Sc2nc3ccccc3s2)o1 do in these assays?
Wnt bcat act: -2; AddAB inh: -0.4; SR-BI uptake up: -31; CAL PDZ FP-1: -7; SR-BI DiI inh: 31; Ecoli viability: 1.4; Tat export inh: -3; phage Ecoli inh: 2.5

Results for CCOC(=O)c1sc2nc(C)nc(NCc3ccccc3)c2c1C ?
Wnt bcat act: 0; AddAB inh: 1.3; SR-BI uptake up: -40; CAL PDZ FP-1: -6; SR-BI DiI inh: 40; Ecoli viability: -1.4; MITF act: 20; Tat export inh: 10; CAL PDZ FP-2: -3.0; phage Ecoli inh: 1.8

What do the screens show for `CC1CCN(C(=O)c2ccc(CS(=O)(=O)Cc3ccccc3)cc2)CC1`?
Wnt bcat act: -3; AddAB inh: 0.8; SR-BI uptake up: 6; CAL PDZ FP-1: 0; SR-BI DiI inh: -6; Ecoli viability: 0.3; MITF act: 4; Tat export inh: -9; CAL PDZ FP-2: -0.2; phage Ecoli inh: 2.0

How did O=[N+]([O-])c1nn(-c2ccc3c(c2)OCCO3)n(O)c1=NCc1ccc(F)cc1Cl do in these assays?
Wnt bcat act: -2; AddAB inh: 0.3; CAL PDZ FP-1: -3; Ecoli viability: 1.1; MITF act: 78; Tat export inh: -6; CAL PDZ FP-2: -1.5; phage Ecoli inh: 4.0

Results for COc1ccc(NC(=O)CSc2nnc(-c3ccccn3)n2N)cc1Cl ?
AddAB inh: 1.5; SR-BI uptake up: -17; CAL PDZ FP-1: 3; SR-BI DiI inh: 17; Ecoli viability: -0.3; MITF act: 4; Tat export inh: -6; CAL PDZ FP-2: -1.9; phage Ecoli inh: -5.1

The closing 2 records of the part before open the next one:
How did O=[N+]([O-])c1nn(-c2ccc3c(c2)OCCO3)n(O)c1=NCc1ccc(F)cc1Cl do in these assays?
Wnt bcat act: -2; AddAB inh: 0.3; CAL PDZ FP-1: -3; Ecoli viability: 1.1; MITF act: 78; Tat export inh: -6; CAL PDZ FP-2: -1.5; phage Ecoli inh: 4.0

Results for COc1ccc(NC(=O)CSc2nnc(-c3ccccn3)n2N)cc1Cl ?
AddAB inh: 1.5; SR-BI uptake up: -17; CAL PDZ FP-1: 3; SR-BI DiI inh: 17; Ecoli viability: -0.3; MITF act: 4; Tat export inh: -6; CAL PDZ FP-2: -1.9; phage Ecoli inh: -5.1

What do the screens show for `COc1ccc(CC(=O)Nc2cccc3ncccc23)cc1OC`?
Wnt bcat act: 1; AddAB inh: 2.4; SR-BI uptake up: 2; CAL PDZ FP-1: 1; SR-BI DiI inh: -2; Ecoli viability: 1.4; MITF act: 8; Tat export inh: 0; CAL PDZ FP-2: -1.4; phage Ecoli inh: 0.2

What do the screens show for `CN(CC(=O)Nc1ccc(Cl)c(Cl)c1)C1CCCCC1`?
Wnt bcat act: -1; SR-BI uptake up: -20; CAL PDZ FP-1: -1; SR-BI DiI inh: 20; Tat export inh: 9; CAL PDZ FP-2: -1.5; phage Ecoli inh: 1.8

Results for O=S(=O)(Cc1ccccc1)c1ccccc1-c1nnc(-c2ccccc2)o1 ?
Wnt bcat act: -3; AddAB inh: 1.7; SR-BI uptake up: -22; CAL PDZ FP-1: -2; SR-BI DiI inh: 22; Ecoli viability: -2.0; MITF act: 5; Tat export inh: -10; CAL PDZ FP-2: 0.1; phage Ecoli inh: 1.4

What do the screens show for `Cc1nnc(NC(=O)CSc2nnc3scc(-c4ccc(C)c(C)c4)n23)s1`?
AddAB inh: 1.1; SR-BI uptake up: 18; CAL PDZ FP-1: 0; SR-BI DiI inh: -18; Ecoli viability: 1.2; MITF act: 2; Tat export inh: -9; phage Ecoli inh: 1.9

Results for CCOc1cc(C2C3=C(CC(C)(C)CC3=O)N(CCCOC)C3=C2C(=O)CC(C)(C)C3)ccc1O ?
Wnt bcat act: -1; SR-BI uptake up: 20; CAL PDZ FP-1: 1; SR-BI DiI inh: -20; Tat export inh: 4; CAL PDZ FP-2: -0.3; phage Ecoli inh: 1.5

Results for CCn1c(=O)c2c(O)cc(=O)oc2c2ccccc21 ?
AddAB inh: 1.4; SR-BI uptake up: 0; SR-BI DiI inh: 0; Ecoli viability: -1.2; MITF act: 1; Tat export inh: 1; CAL PDZ FP-2: -1.3; phage Ecoli inh: 2.5

How did CCCc1cc(=O)[nH]c(SCC(=O)Nc2ccc(OC)c(S(=O)(=O)N3CCCCC3)c2)n1 do in these assays?
Wnt bcat act: -3; AddAB inh: 2.5; CAL PDZ FP-1: 3; SR-BI DiI inh: 40; Ecoli viability: 2.6; MITF act: 5; Tat export inh: -2; CAL PDZ FP-2: -2.4; phage Ecoli inh: 2.3

Results for COc1cccc(/C(O)=C2\C(=O)C(=O)N(c3ccccn3)C2c2ccccc2OC)c1 (centres undefined) ?
Wnt bcat act: 5; AddAB inh: -1.8; SR-BI uptake up: 5; CAL PDZ FP-1: -1; SR-BI DiI inh: -5; Ecoli viability: -0.6; MITF act: -2; Tat export inh: 2; CAL PDZ FP-2: -0.3; phage Ecoli inh: 0.5

Results for Cc1oc2c(CN3CCOCC3)c(O)ccc2c(=O)c1-c1ccc(Br)cc1 ?
AddAB inh: -1.0; SR-BI uptake up: -7; CAL PDZ FP-1: 2; SR-BI DiI inh: 7; Ecoli viability: 0.3; MITF act: 1; Tat export inh: -8; CAL PDZ FP-2: -0.2; phage Ecoli inh: 0.5

What do the screens show for `CC(=O)Nc1cccc(C(=O)NC2CCCc3c2cnn3-c2cc(C)cc(C)c2)c1` (centres undefined)?
Wnt bcat act: 6; AddAB inh: 2.1; SR-BI uptake up: -21; CAL PDZ FP-1: 4; SR-BI DiI inh: 21; Ecoli viability: 1.8; MITF act: -6; Tat export inh: -5; CAL PDZ FP-2: -3.2; phage Ecoli inh: 1.8

How did O=C(CNC(=O)c1cccs1)NCCN1CCN(c2ccccc2F)CC1 do in these assays?
Wnt bcat act: -1; AddAB inh: 3.5; SR-BI uptake up: 14; CAL PDZ FP-1: 3; SR-BI DiI inh: -14; Ecoli viability: 0.7; MITF act: 0; Tat export inh: -3; CAL PDZ FP-2: -0.9; phage Ecoli inh: 1.9

What do the screens show for `CC1CN(C(=S)Nc2cccc(Cl)c2Cl)CC(C)O1` (centres undefined)?
Wnt bcat act: 0; AddAB inh: -0.9; SR-BI uptake up: -29; CAL PDZ FP-1: -4; SR-BI DiI inh: 29; Ecoli viability: 0.5; MITF act: 9; Tat export inh: 3; CAL PDZ FP-2: 3.2; phage Ecoli inh: 3.7

How did Cc1ccc(S(=O)(=O)Nc2cccc(Oc3cnccn3)c2)cc1 do in these assays?
Wnt bcat act: 2; AddAB inh: -3.4; SR-BI uptake up: 12; CAL PDZ FP-1: 5; SR-BI DiI inh: -12; Ecoli viability: -1.7; MITF act: -5; Tat export inh: -1; CAL PDZ FP-2: -0.4; phage Ecoli inh: 1.6

What do the screens show for `NC(=O)CC[C@@H]1NC(=O)[C@H](CO)NC(=O)c2cc([N+](=O)[O-])cc(I)c2NCC[C@@H](C(N)=O)NC1=O`?
Wnt bcat act: 4; AddAB inh: 3.9; SR-BI uptake up: 47; CAL PDZ FP-1: -5; SR-BI DiI inh: -47; Ecoli viability: 0.7; MITF act: 6; Tat export inh: -1; CAL PDZ FP-2: -0.4; phage Ecoli inh: -0.8

Results for Cc1ccc(CN(C)C(=O)c2c(C)nn(-c3ccccc3)c2C)cc1 ?
Wnt bcat act: -5; AddAB inh: 0.7; Ecoli viability: 2.8; MITF act: 8; Tat export inh: 10; CAL PDZ FP-2: -0.5; phage Ecoli inh: 0.7

Results for O=C(Nc1cccc(S(=O)(=O)NC2=NCCC2)c1)C1CC(=O)N(c2ccc3c(c2)OCCO3)C1 (centres undefined) ?
Wnt bcat act: -2; AddAB inh: 0.0; SR-BI uptake up: 11; CAL PDZ FP-1: -3; SR-BI DiI inh: -11; Ecoli viability: -1.9; MITF act: -7; Tat export inh: -2; CAL PDZ FP-2: -2.2; phage Ecoli inh: -1.1

How did CC(C)n1c(NCc2c[nH]c3ccccc23)nc2ccccc21 do in these assays?
AddAB inh: 0.9; SR-BI uptake up: -59; CAL PDZ FP-1: -4; SR-BI DiI inh: 59; Ecoli viability: -1.2; MITF act: 7; Tat export inh: -2; CAL PDZ FP-2: -2.8; phage Ecoli inh: -3.3
